DDE Tn6 FP inh = inhibitors of Tn6 peptide binding to fibrin DD(E), primary screen, biochemical, fluorescence polarization, human fibrin, Tn6 probe | Fibrinogen beta chain (Homo sapiens), P02675 | Fibrin DD(E) TRITC-Tn6 fluorescence polarization displacement | inhibition, % at 8.3 µM | 370,000 tested, 0.21% active | AID 720509, 2013;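 active = inhibition above a per-campaign cutoff: mean of compounds within control limits plus 3 SD, cut at about 15% in these data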;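 also: 0% = median of all compound wells on the plate and 100% = blocking peptide control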
Target sequence (P02675 whole entry, looked up): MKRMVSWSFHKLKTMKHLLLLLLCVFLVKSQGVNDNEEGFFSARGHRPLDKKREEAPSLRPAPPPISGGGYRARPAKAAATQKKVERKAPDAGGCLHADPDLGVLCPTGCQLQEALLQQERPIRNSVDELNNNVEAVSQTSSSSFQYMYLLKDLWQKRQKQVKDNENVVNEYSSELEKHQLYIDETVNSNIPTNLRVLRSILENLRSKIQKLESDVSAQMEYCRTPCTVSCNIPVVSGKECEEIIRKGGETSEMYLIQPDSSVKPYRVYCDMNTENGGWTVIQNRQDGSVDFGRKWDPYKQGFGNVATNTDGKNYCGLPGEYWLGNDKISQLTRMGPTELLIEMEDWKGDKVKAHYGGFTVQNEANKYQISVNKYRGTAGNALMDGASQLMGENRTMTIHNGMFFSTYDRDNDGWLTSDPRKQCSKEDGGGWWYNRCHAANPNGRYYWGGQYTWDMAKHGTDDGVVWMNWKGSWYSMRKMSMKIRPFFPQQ
UHRF1 MBD2 ctr = UHRF1 methylated DNA binding inhibitors, primary screen, counter-screen for MBD2 inhibitor project, biochemical, TR-FRET, human UHRF1, single concentration; UHRF1 binding to methylated oligo; inhibition, % at 4.4 µM; 370,000 tested, 0.75% active; in the data active = inhibition above about 21%;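 also: UHRF1 SRA domain binding a hemimethylated CpG hairpin DNA probe; 0% = median of test compound wells and 100% = reference inhibitor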
PLCb3 inh = human PLC-beta3 inhibitors, primary screen, biochemical, fluorescence | Purified PLC-beta3, fluorogenic substrate | 370,000 tested, 0.18% active | 1-phosphatidylinositol 4,5-bisphosphate phosphodiesterase beta-3 (Homo sapiens), Q01970 | inhibition, % at 12.2 µM; in the data active = inhibition above about 11%;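 also: 0% = median of compound wells on plate and 100% = full blocker control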
Rev-erbA mod = modulators of Rev-erb alpha DNA binding, primary screen, biochemical, FITC-DNA, fluorescence polarization, uHTS; 370,000 tested, 0.79% active; activity, % at 10 µM; Rev-erbα–FITC-DNA binding, 90 min; Nuclear receptor subfamily 1 group D member 1 (Homo sapiens), P20393; AID 1259318, 2017;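 active = activity above about 14%, limit read from the data; passing the limit was not always enough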;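 also: 0% = DMSO wells with 35 nM protein and 100% = DMSO wells with 750 nM protein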
ARFGAP1 inhibitor = inhibitors of rat ARFGAP1 GAP activity, primary screen, biochemical, fluorescence polarization, GDP tracer | Arfgap1-stimulated ARF1 GTP hydrolysis, GDP FP detection | AID 651572, 2012 | 360,000 tested, 0.26% active | ADP-ribosylation factor GTPase-activating protein 1 (Rattus norvegicus), Q62848 | inhibition, % at 16.5 µM;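 active = inhibition above a per-plate limit, mean inhibition of low control wells plus 3 SD, cut at about 25% in these data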;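 also: 0% = DMSO wells with enzyme and 100% = wells lacking Arfgap1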
Target sequence (Q62848 1-136 limits assumed): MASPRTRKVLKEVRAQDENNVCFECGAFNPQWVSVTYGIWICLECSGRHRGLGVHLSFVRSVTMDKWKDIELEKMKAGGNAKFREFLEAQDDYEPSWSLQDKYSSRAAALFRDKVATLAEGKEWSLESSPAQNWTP
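System: truncated rat Arfgap1 GAP domain / Medium: HEPES-based buffer, pH 7.5 / Also added: N-terminally truncated human ARF1-GTP substrate / Incubation: enzyme reaction 120 min at 25 °C after 20 min preincubation / Measured by: FP of antibody-bound GDP Alexa 633 tracer, ex 620/em 688 nm / Replicates: singlicate, each compound tested once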
HGIII-sPLA2 inh = human group III sPLA2 inhibitors, primary screen, biochemical, QFRET, BODIPY PC-A2 liposome substrate; 370,000 tested, 0.56% active; QFRET BODIPY PC-A2 liposome hydrolysis, fluorescence; inhibition, % at 12.2 µM;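 active = inhibition above mean plus 3 SD of compounds lying within the high and low control bounds, cut at about 19% in these data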;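 also: 0% = median of test compound wells and 100% = no enzyme DMSO wells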
PLCg1 inh = PLC-gamma1 enzyme inhibitors, primary screen, biochemical, fluorescence, purified enzyme. 1-phosphatidylinositol 4,5-bisphosphate phosphodiesterase gamma-1 (Homo sapiens), P19174. fluorogenic substrate. inhibition, % at 12.2 µM. 370,000 tested, 0.84% active; in the data active = inhibition above about 9.5%
ASAP1 GAP inh = inhibitors of human ASAP1 ArfGAP activity, primary screen, biochemical, fluorescence polarization. ASAP1-stimulated ARF1 GTP hydrolysis, GDP FP detection. inhibition, % at 16.5 µM. 360,000 tested, 0.19% active. AID 624377, 2012; in the data active = inhibition above about 25%;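 also: 0% = vehicle with enzyme and substrate and 100% = no enzyme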
DDE Tn7 FP inh = inhibitors of Tn7 peptide binding to fibrin DD(E), primary screen, biochemical, fluorescence polarization, human fibrin, Tn7 probe; inhibition, % at 8.3 µM; FP displacement of FITC-Tn7 peptide from fibrin DD(E); 0% = median of compound wells per plate; Fibrinogen beta chain (Homo sapiens), P02675; AID 720508, 2013; 370,000 tested, 0.13% active;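 active = inhibition above the mean of compounds falling within the control limits plus 3 SD of them, cut at about 14% in these data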;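 also: 0% = plate median of compound wells and 100% = 10 µM Aha-Tn7 peptide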
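Test system – human fibrin DD(E) · Times – 10 min preincubation, 3 h with tracer, room temperature · Detection – fluorescence polarization of the labelled Tn7 tracer · Measure – percent inhibition normalized to high-control wells · Benchmarks – high control wells with 10 µM unlabelled Aha-Tn7 peptide (full inhibition) · Repeats – singlicate testing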
proKLK7 act = proKLK7 zymogen activators, primary screen, biochemical, fluorescence intensity; AID 652039, 2013; purified proKLK7, EDANS-DABCYL substrate fluorescence; 100% is mature enzyme control, 0% vehicle; 370,000 tested, 0.9% active; Kallikrein-7 (Homo sapiens), P49862; activation, % at 7 µM;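 active = activation above the mean of all tested compounds plus 3 SD, computed per campaign excluding outliers beyond control limits, cut at about 13% in these data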
Target sequence (P49862 whole entry, looked up): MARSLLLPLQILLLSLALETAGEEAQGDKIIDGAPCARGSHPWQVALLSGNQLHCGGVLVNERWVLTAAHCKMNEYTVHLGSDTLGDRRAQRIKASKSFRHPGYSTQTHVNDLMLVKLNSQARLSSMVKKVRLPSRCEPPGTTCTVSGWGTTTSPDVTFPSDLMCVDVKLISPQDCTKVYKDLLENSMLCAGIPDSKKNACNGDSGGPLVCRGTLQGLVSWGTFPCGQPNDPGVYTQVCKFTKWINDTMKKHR
Active calls of the source: *; nt = no result given. Outcome played no part in choosing rows; 4.5% or so of the library scored in one or more.

Fields – UHRF1 MBD2 ctr	PLCg1 inh	PLCb3 inh	ASAP1 GAP inh	Rev-erbA mod	ARFGAP1 inhibitor	HGIII-sPLA2 inh	DDE Tn6 FP inh	DDE Tn7 FP inh	proKLK7 act
(1) CNC[C@H](CC1CCCCC1)NC[C@H](Cc1ccccc1)NCCC12CC3CC(CC(C3)C1)C2
 : 2	10.0*	4	12	1	3	10	1	3	-0.4
(2) Cc1c(N2C(=O)CSC2=S)c(=O)n(-c2ccccc2)n1C
 : -1	0	6	-8	7	2	5	4	-6	-0.9
(3) COc1cc(OC)cc(-c2nnc(NC(=O)CCS(=O)(=O)c3ccc(F)cc3)o2)c1
 : -3	4	-1	4	2	15	-2	-14	-3	0.9
(4) CCCC(C)NC(=O)CN(c1ccc2c(c1)OCCO2)S(=O)(=O)c1ccccc1 (configuration not stated)
 : 1	5	-6	1	-2	4	3	1	-1	0.1
(5) O=C(c1ccccc1C(=O)N1CCN(c2ccccc2)CC1)N1CCN(c2ccccc2)CC1
 : -5	-4	-9	-5	1	4	-18	1	1	0.2
(6) OCc1nc2ccccc2n1CCCOc1ccc(Br)cc1
 : -2	5	1	1	-1	-1	-15	0	2	-0.4
(7) CC1(C)C(=O)OC(c2ccccc2)C(C)(C)C1=O (configuration not stated)
 : 0	3	-2	-16	-3	5	-3	-2	1	0.4
(8) CC(C)(C)S(=O)N1Cc2cc(C(=O)NCc3ccc4c(c3)OCO4)nc(-c3cccc(-c4cc5ccccc5o4)c3)c2[C@@H]1CCO (some centres not stated)
 : 0	-7	-10	-2	-2	8	-4	-10	-3	0.2
(9) O=[N+]([O-])c1cccc(-c2nnc(-c3ccccc3F)o2)c1
 : -3	0	-6	-6	5	14	0	-2	5	0.7
(10) CC(=O)Nc1cccc(NC(=O)CSc2nccn2Cc2ccco2)c1
 : -1	3	-2	7	-1	-6	-5	3	6	-0.3
(11) CCC(C)Sc1nnc(-c2c[nH]c3ccccc23)n1CCOC (configuration not stated)
 : -2	-2	-2	0	1	-2	-5	12	6	0.4
(12) COc1ccccc1-c1ccc(SCc2cccc(F)c2)nn1
 : 58*	-3	-6	1	-6	-8	-7	9	7	0.1
(13) COc1ccccc1NC(=O)Nc1nnc(CC(=O)Nc2cccc(C)c2)s1
 : 4	-2	-8	-2	1	-2	-39	5	1	-0.1
(14) CN(CCC#N)C(=S)NC(=O)c1ccc(S(=O)(=O)N2CCOCC2)cc1
 : 1	1	1	-3	-3	0	10	-8	2	0.0
(15) CCCCSc1nnc([C@@H](NC(=O)OC(C)(C)C)C(C)C)o1
 : -3	2	6	10	4	9	5	-9	1	-0.3
(16) Fc1ccc(/C=N/Nc2nc(-c3cccnc3)nc3ccccc23)cc1
 : 0	-23	-40	0	3	1	0	0	-5	-1.1
(17) COc1ccccc1OCCn1cc(C(=O)O)c2ccccc21
 : 2	2	-1	9	1	-1	2	-1	-1	-1.1
(18) CCCCc1c(C)[nH]c(C(=O)OCC)c1C
 : -1	1	-4	-3	-1	5	4	2	-1	0.5
(19) CCNC(=S)N(Cc1cc2cc(C)ccc2[nH]c1=O)C1CCCC1
 : -2	0	1	1	-5	-6	11	8	-13	0.2
(20) CCOC(=O)c1c(C)oc(=O)c(CC)c1O
 : -1	2	2	4	0	-2	2	0	2	0.0
(21) O=C(CCCc1nc2ccccc2s1)NC1CCOC1=O (configuration not stated)
 : 0	1	-1	-3	1	8	3	11	-1	0.3
(22) CN1C(=O)c2ccccc2N(C)C1c1ccc(F)cc1 (configuration not stated)
 : 0	-352	-499	-5	-6	2	3	3	2	19*
(23) CCN1C(=O)CC(c2ccco2)Sc2ccccc21 (configuration not stated)
 : -3	-1	1	12	1	5	1	-7	0	0.0
(24) O=C(Cc1coc(-c2ccc(F)cc2)n1)NC1CCCCC1
 : 1	1	4	10	-1	9	0	1	-3	0.3
(25) O=C(CCC(=O)c1ccc(Br)cc1)Nc1cccc(C(F)(F)F)c1
 : 0	-2	-5	5	0	2	-17	3	6	0.6
(26) COC(=O)[C@]12C[C@H](CC(=O)N3CCN(C(=O)c4ccco4)CC3)C(=O)N(Cc3cccc4ccccc34)C1=C[C@H](C(C)C)O[C@@H]2C1CC1
 : -4	1	3	nt	7	nt	-10	12	8	-0.1
(27) Cc1c(CCOC(=O)c2cc([N+](=O)[O-])ccc2Cl)sc[n+]1CCCCS(=O)(=O)[O-]
 : 1	1	2	15	-1	-7	1	-3	-5	0.2
(28) CC(=O)c1sc(NC(=O)c2ccc(Cn3cc(Br)cn3)o2)nc1C
 : 3	-23	-26	2	1	-5	1	1	0	0.9
(29) COc1ccc(C)c(NC(=O)C2CC(=O)NC3=C2C(=O)CCC3)c1 (configuration not stated)
 : 2	0	-7	-10	5	3	6	-4	8	0.0
(30) CCCc1nc(-c2ccccc2O)n(-c2ccccc2)n1
 : 0	-5	-8	-4	-3	-8	5	-8	0	0.0
(31) Cc1ccc(C(=O)NCC(=O)NC23CC4CC(CC(C4)C2)C3)cc1
 : 0	1	-6	-7	5	-7	4	12	-2	-0.1
(32) CN(C)N=Nc1nc[nH]c1C(N)=O
 : 0	2	1	6	-4	14	-3	0	0	0.4
(33) CCCCc1cc(=O)oc2cc(OCC(=O)Nc3cccnc3)c(Cl)cc12
 : -1	3	-8	-3	-6	6	0	4	2	0.3
(34) COc1cccc2cc(C(=O)NC(C)c3ccccc3)c(=O)oc12 (configuration not stated)
 : -1	-6	-11	-5	6	14	-2	2	-2	-0.1
(35) CC1CC(C)(C)N(C(=O)CN2C(=O)CCC2=O)c2ccccc21 (configuration not stated)
 : 0	-1	-2	4	6	7	-2	-2	0	0.6
(36) Cc1nc(C(F)(F)F)ccc1C(=O)N1CCC(C)(C(=O)O)C1 (configuration not stated)
 : 2	-2	3	-5	3	6	7	-1	6	0.7
(37) Cc1ccc(/C=N/NC(=O)CSc2nc3nc(C)cc(C)n3n2)cc1
 : -1	0	-1	-9	-3	19	8	-1	-10	0.5
(38) COCCNc1c(-c2ccc(OC)cc2)nc2ccc(Cl)cn12
 : -1	-305	-372	3	-6	-8	7	6	-1	4.2
(39) CC(C)(C)c1ccc(CC(=O)N2CCC2(C)C(=O)O)cc1 (configuration not stated)
 : 0	4	-4	-10	2	8	10	-2	-5	0.1
(40) COc1ccc(N/C=C(\[N+](=O)[O-])S(=O)(=O)c2ccccc2)cc1
 : -5	3	-4	-5	-2	0	-1	0	-8	0.3
(41) COc1ccc2[nH]c(C(=O)O)c(NC(=O)c3cc(OC)c(OC)c(OC)c3)c2c1
 : -2	-8	-10	11	-3	9	-19	0	1	0.4
(42) COC(=O)c1ccc(C(=S)N2CCCCC2)cc1
 : -1	3	-3	-7	1	0	1	-1	3	0.2
(43) CC1(C)CCC(=NNC(N)=S)CC1
 : 1	-3	-5	-2	0	8	10	-14	1	-0.1
(44) CC(C)Cn1c(-c2ccccc2)nc(=S)c2c1CCCC2
 : 6	-3	-3	1	2	1	-2	-2	11	-0.4
(45) Nc1ccc(Cc2nc3cc4ccccc4cc3[nH]2)cc1
 : -1	-9	-7	-2	3	8	2	-5	2	-0.3
(46) CC1CCCCN1C(=O)COc1ccc2ccc(=O)oc2c1 (configuration not stated)
 : 1	-8	-16	-6	-2	7	3	2	3	1.4
(47) CCNC(=O)c1ccc(CSc2nc3ccccc3s2)cc1
 : -1	-3	-8	27*	4	12	-10	4	-8	-0.4
(48) COc1ccccc1NS(=O)(=O)c1ccc(C)c(NS(=O)(=O)c2cc(C(=O)O)cc(C)c2C)c1
 : 3	8	-14	18	-1	2	-22	-3	7	0.1
(49) COc1ccc(CC(=O)NCCCCc2ccccc2)cc1OC
 : -1	-1	-5	-3	-4	6	-4	-7	2	-0.1
(50) COc1ccc(CN2CCNC(=O)C2CC(=O)N(C)CC2CCOCC2)cc1OC (configuration not stated)
 : 0	-6	-12	6	-9	3	5	6	-3	-0.7
(51) COc1ccc(OC(=O)c2cccnc2)cc1
 : 2	2	2	-6	3	14	-1	2	-12	0.5

Shown field by field: entries from further up
34) COc1cccc2cc(C(=O)NC(C)c3ccccc3)c(=O)oc12 (configuration not stated)
  UHRF1 MBD2 ctr: -1
  PLCg1 inh: -6
  PLCb3 inh: -11
  ASAP1 GAP inh: -5
  Rev-erbA mod: 6
  ARFGAP1 inhibitor: 14
  HGIII-sPLA2 inh: -2
  DDE Tn6 FP inh: 2
  DDE Tn7 FP inh: -2
  proKLK7 act: -0.1

35) CC1CC(C)(C)N(C(=O)CN2C(=O)CCC2=O)c2ccccc21 (configuration not stated)
  UHRF1 MBD2 ctr: 0
  PLCg1 inh: -1
  PLCb3 inh: -2
  ASAP1 GAP inh: 4
  Rev-erbA mod: 6
  ARFGAP1 inhibitor: 7
  HGIII-sPLA2 inh: -2
  DDE Tn6 FP inh: -2
  DDE Tn7 FP inh: 0
  proKLK7 act: 0.6

36) Cc1nc(C(F)(F)F)ccc1C(=O)N1CCC(C)(C(=O)O)C1 (configuration not stated)
  UHRF1 MBD2 ctr: 2
  PLCg1 inh: -2
  PLCb3 inh: 3
  ASAP1 GAP inh: -5
  Rev-erbA mod: 3
  ARFGAP1 inhibitor: 6
  HGIII-sPLA2 inh: 7
  DDE Tn6 FP inh: -1
  DDE Tn7 FP inh: 6
  proKLK7 act: 0.7

High-throughput results from PubChem BioAssay.
